N370S GC mod: inhibits or activates N370S mutant glucocerebrosidase; Potency, µM (doses to about 59.4 µM), inactives show top-dose activity change, negative = inhibition, hits mostly inhibitors; 330,000 tested, 0.092% active; P04062; N370S GC spleen homogenate, 4MU-glucoside fluorescence;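 also: 0% = full enzyme activity and -100% = no enzyme basal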
TDP1 inh: inhibitors of human tyrosyl-DNA phosphodiesterase TDP1; Q9NUW8; recombinant TDP1, AlphaScreen DNA substrate cleavage; Potency, µM (titrated, usually from 130 µM), for the others: at the highest dose activity change, negative = inhibition, actives largely listed as inhibitors; 350,000 tested, 0.28% active; AID 485290; also: nearly all actives have a fitted effect of over 40% in size
Target sequence (Q9NUW8 whole entry, looked up): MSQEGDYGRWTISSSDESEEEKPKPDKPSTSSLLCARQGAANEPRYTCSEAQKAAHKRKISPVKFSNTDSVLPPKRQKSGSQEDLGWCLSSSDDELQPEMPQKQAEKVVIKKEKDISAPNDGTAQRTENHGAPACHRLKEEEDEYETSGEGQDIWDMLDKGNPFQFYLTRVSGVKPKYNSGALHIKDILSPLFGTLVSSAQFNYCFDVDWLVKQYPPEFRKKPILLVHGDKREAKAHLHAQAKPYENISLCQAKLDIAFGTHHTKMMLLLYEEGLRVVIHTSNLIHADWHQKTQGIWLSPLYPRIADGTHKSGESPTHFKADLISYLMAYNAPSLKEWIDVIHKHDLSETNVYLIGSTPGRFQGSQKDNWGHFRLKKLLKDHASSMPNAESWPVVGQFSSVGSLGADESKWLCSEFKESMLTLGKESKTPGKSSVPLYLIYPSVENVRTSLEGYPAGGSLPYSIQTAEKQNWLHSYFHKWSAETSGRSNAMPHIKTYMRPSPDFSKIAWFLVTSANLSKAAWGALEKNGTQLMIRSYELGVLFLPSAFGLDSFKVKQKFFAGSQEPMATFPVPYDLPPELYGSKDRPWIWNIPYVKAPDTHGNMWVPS
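Here, a 5' biotin and 3' phosphotyrosine-FITC DNA oligonucleotide reports Tdp1 activity: intact substrate bridges AlphaScreen beads, while cleavage leaves a 3' phosphate and drops signal. All incubations at room temperature.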
TDP1 cell noCPT: qHTS for Inhibitors of human tyrosyl-DNA phosphodiesterase 1 (TDP1): qHTS in cells in absence of CPT; 420,000 tested, 15% active; Potency, µM (titrated, usually from 46.2 µM), without a hit: at the highest dose activity change, negative = growth inhibition, most hits filed as inhibitors; AID 686978, 2013; DT40 Tdp1-/- hTDP1 cells, no CPT, ATP luminescence, 48 h; also: nearly all actives have a fitted effect of over 55% in size
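A cellular qHTS used chicken DT40 cells lacking endogenous Tdp1 but carrying stably transfected human TDP1. Compounds were applied without camptothecin, and cell growth kinetics were judged by ATP-dependent luminescence after ≥48 hr.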
Starred values were filed as active, the others as inactive; ? = inconclusive; . = no result given; [ ] = remark or other dose. Calls follow the shape of the dose curve; as a rule, active = well fitted curve in the direction sought with a large enough effect; inconclusive = small, poorly fitted or top-dose-only effect, or another doubt; inactive = no such curve, though single readings can be large; an effect the other way counts as inactive or inconclusive. Unless noted, % is scaled to controls: 0 for no effect and ±100 for the full control effect; potency is read from the fitted curve at half-maximal effect. These rows are one share of the data. The share of hits here may be higher or lower than overall.

structure | TDP1 inh | TDP1 cell noCPT | N370S GC mod
C/C(=N/NC(=O)c1cccs1)c1ccc(NC(=O)COc2ccc(Cl)cc2Cl)cc1 | 2% | ? | -5%
NC(=O)C1(NC(=O)[C@@H]2CC3(CC(c4cccc(NC(=O)c5cc([N+](=O)[O-])cc([N+](=O)[O-])c5)c4)=NO3)CN2C(=O)c2ccccc2)CC1 (some centres not stated) | 9% | -12% | -14%
Cc1ccc(NC(=O)COC(=O)c2cc(=O)c3ccccc3o2)cc1F | 0%[56.1 µM] | 27% | .
COc1ccc(NC2CCCN(C(=O)C3(C)CCCCC3)C2)cc1 (configuration not stated) | 8% | -22% | 0%
Cc1ccc(C(=O)N2CC(=O)Nc3ccccc32)o1 | -2% | 1% | -6%
Cc1cccc(C(=O)O[C@H]2[C@H](C)NS(=O)(=O)[C@H]3CC4C=C[C@]23O4)c1 | 3% | -10% | .
COc1ccc(C(=S)N2CCCC2)cc1OC | 3% | -4% | -11%[12.8 µM]
COc1ccc(-n2c(=O)c3ccccc3n(CC(=O)NCC3CCCO3)c2=O)cc1 (configuration not stated) | 2% | 0% | -6%
CC(C)CN1CC(=O)N2C(c3ccccc3)c3[nH]c4ccccc4c3C[C@H]2C1=O (some centres not stated) | . | -16% | 5%
N#Cc1c(C(F)(F)F)cc(-c2ccccc2)n(N)c1=O | . | -14% | -19%
CCOC(=O)C1CCN(S(=O)(=O)c2ccc3[nH]c(=O)c(=O)[nH]c3c2)CC1 | -2% | 0% | -18%
Cn1c(CO)nc2cc(N)ccc21 | -3% | -8% | 3%
COCCn1nnnc1C(c1cc2ccc(C)cc2[nH]c1=O)N(Cc1ccco1)Cc1cccs1 (configuration not stated) | 9% | -11% | ?
CCN(C(=O)COC(=O)CCOc1cccc(C)c1)c1c(N)n(Cc2ccccc2)c(=O)[nH]c1=O | -4%[0.505 µM] | 18µM* | -8%
CC1CCCCC12NC(=O)N(CC(=O)Nc1sc3c(c1C(N)=O)CCC3)C2=O (configuration not stated) | . | -20% | 3%
CCOC(=O)C1=C(c2ccccc2)Nc2ncnn2C1c1ccc(Cl)cc1 (configuration not stated) | 9% | 18µM* | .
Cc1cccc(-n2nc3c(c2NC(=O)C(C)C)CS(=O)(=O)C3)c1C | . | 14% | -10%
O=C(O)Cc1sc(-c2ccc(Cl)cc2)nc1-c1ccccc1 | 2% | ? | -2%
C=CCNC(=O)CSc1nc2scc(-c3ccco3)c2c(=O)n1CC=C | -6% | ? | -3%
O=C(CCN1C(=O)C2C3CCC(C3)C2C1=O)OCC(=O)c1ccccc1 (configuration not stated) | 3% | 8% | 0%
COc1cccc(CC(=O)Nc2ccc(S(=O)(=O)Nc3nccs3)cc2)c1 | 1% | -4% | .
COc1cc(/C=N\NC(=O)c2ccc(-c3ccccc3)cc2)cc(OC)c1OC(C)=O | 1% | -25% | -19%
c1ccc(CNc2ncnc3sc4c(c23)CCC4)nc1 | -1% | 15µM* | -12%
O=C(NCCOc1ccccc1)C1=CC=CN2CCS(=O)(=O)N=C12 | -3% | -3% | .
CN(CCc1ccccc1)C(=O)c1ccc(NC(=O)Cc2ccc([N+](=O)[O-])cc2)cc1 | 4% | ? | .
CCOc1ccc(OCC)c(NC(=O)CSc2nnc(C3CC3)n2CC)c1 | . | ? | -9%
C/C(=N\Nc1ccc([N+](=O)[O-])cc1)c1cc2ccccc2o1 | 3% | ? | -7%
CCc1n[nH]c(=S)n1/N=C/c1ccccn1 | . | -21% | -3%
c1ccc2c(c1)nnn2CNc1nccs1 | 3% | -33% | -4%
COc1ccc(NC(=O)C2CCCN(C(=O)Nc3cccc(OC)c3)C2)cc1 (configuration not stated) | 4% | -5% | -14%

Reprinted from the part before: two entries; new compounds follow.
structure | TDP1 inh | TDP1 cell noCPT | N370S GC mod
c1ccc2c(c1)nnn2CNc1nccs1 | 3% | -33% | -4%
COc1ccc(NC(=O)C2CCCN(C(=O)Nc3cccc(OC)c3)C2)cc1 (configuration not stated) | 4% | -5% | -14%
O=C(CSc1nc2ccccc2s1)c1ccc(O)cc1O | . | -22% | -10%
O=C(NCCc1c[nH]c2ccccc12)C(=O)NCC1OCCN1S(=O)(=O)c1cc(F)ccc1F (configuration not stated) | 3% | ? | -10%
CCCCCCC(=O)N(O)C1CC(=O)N(c2ccc(F)cc2)C1=O (configuration not stated) | 10% | 2.9µM* | 1%
CCCCN(C(=O)C1=COCCO1)c1c(N)n(Cc2ccccc2)c(=O)[nH]c1=O | 0% | -10% | -8%
Cn1c(=O)c2c(nc(CN3CCN(C(=O)c4ccco4)CC3)n2Cc2ccccc2)n(C)c1=O | 0% | ? | 2%
O=C(Nc1ccc2c(c1)OCCO2)c1ccc(Br)c(S(=O)(=O)N2CCOCC2)c1 | 9% | ? | -1%
Cc1cc(C)cc(N(C(=O)c2csnn2)C(C(=O)NC(C)(C)C)c2ccccn2)c1 (configuration not stated) | -1% | -3% | 4%
Cc1ccc(NC(=O)c2ccncc2)cc1S(=O)(=O)N(C)C | -1% | -17% | 9%
O=C(COc1ccc2c(-c3ccccc3)cc(=O)oc2c1)NC1CCS(=O)(=O)C1 (configuration not stated) | 0% | ? | .
CCCCCCN=C(C)C1=C(O)C(C(=O)OC)C(C)(C)CC1=O (configuration not stated) | 6% | ? | -4%
CCN(CC)C(=O)C(=O)N/N=C/c1ccc(Cl)cc1Cl | 4% | -12% | 1%
O=C(CSc1ccccc1)Nc1ccc(C(=O)Nc2cccc(O)c2)cc1 | -5% | -14% | -3%
Cc1ccc(O)c(NC(=O)Cc2ccc3ccccc3c2)c1 | 4% | 8% | 3%
CC(C)N=C1CC(C)(C)CC(=O)/C1=C(/O)CCCN1C(=O)c2ccccc2C1=O | 0% | -18% | 5%
Cc1nn(C)c2c1c(C(F)(F)F)cc(=O)n2CC(=O)Nc1ccc(F)cc1F | 6% | -15% | .
Cc1c(Cl)cccc1NC(=O)CSC(N)=O | -3% | 16µM* | 5%
O=C(Cn1nnc(-c2ccccc2)n1)NCC(=O)Nc1ccc(F)c(F)c1F | 0% | -4% | .
Nc1nc2c(nc(Cl)n2C2OC(CO)C(O)C2O)c(=O)[nH]1 (configuration not stated) | 5% | ? | 5%
CCC(=O)N(CC)C1=C(O)c2ccccc2C(=O)C1=O | 6% | 8.2µM* | -19%
O=C(NCCc1ccccc1)c1ccccc1[N+](=O)[O-] | . | 17% | -1%
COC(=O)c1ccc(CNC(=O)COC(=O)Cc2ccsc2)cc1 | 8% | -6% | -5%
COC(=O)Nc1ccc2c(c1)N(C(=O)CCN(C)C)c1ccccc1CC2 | 5% | 6% | 7%
CCC(CC)N1CCN(Cc2nc3ccc([N+](=O)[O-])cc3c(=O)n2-c2ccccc2F)CC1 | . | ? | -3%
Cc1cc(Nc2nnnn2-c2ccccc2)n(-c2ccccc2)n1 | 4% | -16% | -2%
COc1cc(=O)[nH]c(=O)n1C(=O)Cc1ccccc1 | -5% | ? | 5%
CC(C)(C)NS(=O)(=O)c1ccc(CCC(=O)NCc2ccco2)cc1 | 2% | -18% | -7%
Cc1ccnc(NC(=O)Nc2cccc(F)c2)n1 | -5% | 19% | ?
Cc1nc2ccc(F)cc2cc1C(=O)NCC1CCCO1 (configuration not stated) | 3% | 7% | -1%
O=C(Cc1ccc(NC(=O)N2CCCCc3ccccc32)cc1)NCc1ccccc1Br | 3% | 23µM* | .
CNC(=S)N1CCN(c2ccc([N+](=O)[O-])cc2)CC1 | 2% | ? | -3%
COc1ccc(/C=C2\SC(=O)NC2=S)cc1OC | 8% | ? | -19%
O=C(CN1C(=O)C2C3C=CC(C3)C2C1=O)OCC(=O)c1ccccc1 (configuration not stated) | 0% | 0% | 6%
NC(=O)c1c(NC(=O)CN2C(=O)NC(Cc3ccccc3)C2=O)sc2c1CCC2 (configuration not stated) | 3% | -29% | 13%
COc1ccccc1NC(=O)c1sc2ncn(Cc3ccc(C)cc3)c(=O)c2c1C | -3% | ? | 1%
Nc1ncc(CN2CCCC(C(=O)Nc3ccc(-c4ccco4)cc3)C2)cn1 (configuration not stated) | 7% | 3% | -7%
Cc1cc(=O)oc(C)c1C(=O)NCc1ccccc1 | 1% | 2% | 14%
N#C/C(=C(/O)COC(=O)CSc1ccc2ccccc2c1)c1nc2ccccc2[nH]1 | 0% | 2.9µM* | 4%
O=C(Nc1cccnc1)C1CCN(S(=O)(=O)c2cccc3nonc23)CC1 | 5% | -3% | -3%
Cc1ccc(CSCC(=O)Nc2c(C)n(C)n(-c3ccccc3)c2=O)cc1 | 2% | -4% | 0%
c1cncc(CNc2ncnc3sc4c(c23)CCC4)c1 | 3% | ? | -16%
CCOC(=O)N1CCC(NC(=O)c2cc3c(-c4cccc(OC)c4)nn(C)c3s2)CC1 | 3% | ? | -13%
COc1ccc(OC)c(-c2nnc(SCC(=O)N3CCCC3)o2)c1 | 10% | -13% | 0%
COc1cc(N(Cc2ccccc2)Cc2ccccc2)c2ncn(C(C)C)c2c1 | 5% | ? | .
O=C(CCC(=O)c1ccc(F)cc1)Nc1cc(Cl)cc(Cl)c1 | 0% | -15% | 15%
O=C(c1ccc(S(=O)(=O)N2CCCC2)cc1)N1CCCCCC1 | 4% | 21% | 6%
Cc1ccccc1OCC(=O)OCC(=O)Nc1cc(C(F)(F)F)ccc1N1CCOCC1 | 0% | 18% | 3%
CCC1=Nc2ccccc2-c2nnc(SC)nc2O1 | 7% | ? | 14%
Cc1ccc(NC(=O)C(C)Sc2nnc(-c3cccnc3)n2-c2ccccc2)cc1 (configuration not stated) | 12% | ? | 9%
O=C(NC1CCCCC1)C(c1ccc(F)cc1)N(Cc1ccco1)C(=O)CN1C(=O)c2ccccc2S1(=O)=O (configuration not stated) | 0% | 18µM* | 3%
N/C(Cc1cccc2ccccc12)=N\OC(=O)Cc1cccs1 | 2% | 3% | 1%
Nc1c(C(=O)NCCc2ccccc2)nnn1Cc1ccccc1 | -2% | -16% | 9%
CC(=O)C(Sc1nccc(-c2cccs2)n1)C(C)=O | 3% | 18µM* | -5%
CC1CN(C(=O)CCc2cc(C(C)(C)C)c(O)c(C(C)(C)C)c2)CC(C)O1 (configuration not stated) | 3% | ? | -3%
O=C(Nc1ccnn1C1CCN(C2CCCCC2)CC1)c1ccccc1 | 2% | 2% | 7%
CSc1ccccc1NC(=O)c1cc(C2CC2)on1 | 1% | ? | -3%
O=C(NC1CCCC1)c1cc(-c2ccccc2)nc2ccccc12 | 2% | ? | 6%
Cc1ccc(NC(=O)CSc2ccc(C(N)=O)cc2[N+](=O)[O-])cc1 | 2% | ? | 0%
Cc1ccc2c(c1)sc(C)[n+]2CCCS(=O)(=O)[O-] | -2% | -6% | 5%
CCCn1c(SCC(=O)N2c3ccc(F)cc3CCC2C)nnc1-c1ccccn1 (configuration not stated) | 4% | 21µM* | -12%
Cc1onc(-c2c(F)cccc2Cl)c1C(=O)Nc1nc2c(s1)CCCC2 | 2% | ? | 4%

Continuation.
structure | TDP1 inh | TDP1 cell noCPT | N370S GC mod
O=C(Nc1ccc(-c2cn3ccsc3n2)cc1)c1ccc(F)c(S(=O)(=O)N2CCOCC2)c1 | 3% | 23µM* | -1%
Cc1ccc(C)c(-n2c(-c3csc(C)c3)n[nH]c2=S)c1 | 7% | -17% | 7%
COc1ccc2cc3cc(C(=O)NC(C)C)oc3nc2c1 | 7% | -21% | ?
Cc1ccc(CN2CCN(/N=C/c3cc(Br)ccc3O)CC2)cc1 | 5% | ? | -25%
CC1(C(=O)NNC(=O)C2CCCCC2)CC1(Cl)Cl (configuration not stated) | . | 7% | 5%
CCSc1nn(CC(=O)Nc2ccc(C(=O)OC)cc2)c(N)c1S(=O)(=O)c1ccc(C)cc1 | 0% | 21µM* | .
CC1(C)CC2(CC(c3ccccc3F)c3ccc(O)c(O)c3O2)NC(=S)N1 (configuration not stated) | 10% | 23µM* | -14%
CC1(C)CC(=O)C(C(O)c2ccccc2)C(C)(C)N1 (configuration not stated) | 1% | 8% | 0%
Cc1ccc(C)c2[nH]c(=O)c(CCNC(=O)c3ccc(S(=O)(=O)N4CCCC4)cc3)cc12 | 2% | ? | -3%

One compound at a time, as listed above.
Listed for Cc1ccc(C)c(-n2c(-c3csc(C)c3)n[nH]c2=S)c1 → TDP1 inh: 7%; TDP1 cell noCPT: -17%; N370S GC mod: 7%
Listed for O=C(Nc1ccc(-c2cn3ccsc3n2)cc1)c1ccc(F)c(S(=O)(=O)N2CCOCC2)c1 → TDP1 inh: 3%; TDP1 cell noCPT: 23µM*; N370S GC mod: -1%
Listed for Cc1ccc(C)c2[nH]c(=O)c(CCNC(=O)c3ccc(S(=O)(=O)N4CCCC4)cc3)cc12 → TDP1 inh: 2%; TDP1 cell noCPT: ?; N370S GC mod: -3%
